Screening results from PubChem.
S100A4 MyoIIA: S100A4-myosin IIA interaction inhibition; P26447; S100A4/TAMRA-MyoIIA peptide fluorescence polarization; inhibition, % at 10.7 µM; hit rate 0.14% among 360,000; AID 652163;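 active = mean inhibition of at least 70% across replicates, with every replicate also reaching that level; inconclusive = mean inhibition reaches 70% but some replicates fall short; inactive = mean inhibition below 70%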
Target sequence (P26447 whole entry, looked up): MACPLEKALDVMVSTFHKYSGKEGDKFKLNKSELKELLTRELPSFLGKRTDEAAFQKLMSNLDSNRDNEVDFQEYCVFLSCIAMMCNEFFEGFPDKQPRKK
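Assay system: human S100A4 monomer with TAMRA-labelled myosin IIA peptide / Buffer or medium: Calcium-containing HEPES buffer, pH 7.2 / Reagent: TAMRA-labelled myosin IIA heavy-chain peptide probe, 5 nM / Compound: one dose per compound / Timing: polarization read 5 min after assay mix addition, stable 5–60 min / Benchmarks: neutral control DMSO, positive control TFP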
Statin myotox sup: protects C2C12 myotubes from simvastatin toxicity | ATP luminescence, 48 h; scaled: DMSO 0, geranylgeraniol control 100 | rescue of ATP level, % at 7.49 µM | hit rate 0.78% among 330,000;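 active = mean ATP rescue above about 67%, or every replicate alone reaching that limit, limit read from the data, passing the limit was not always enough; inconclusive = no clear call, values can overlap the other calls; inactive = mean under the limit and some replicate under it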;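 also: myotubes were challenged with 10 µM simvastatin during compound exposure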
PGC1a acetyl inh: PGC1a acetylation modulation, inhibitor mode | U2OS PGC1a acetylation, AlphaScreen anti-acetyl-lysine; with virally co-expressed GCN5 acetyltransferase | inhibition, % at 15.6 µM | hit rate 0.17% among 350,000 | AID 651687;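 active = every replicate shows inhibition of at least 40%; inconclusive = mean inhibition at least 40% but some replicate below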;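 also: 0% = neutral control wells and 100% = positive control wells; some results beyond the cut were filed as inactive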
SIRT5 block: blocks human SIRT5 desuccinylation of peptide | Q9NXA8 | Purified SirT5, succinyl-peptide AMC, trypsin-coupled fluorescence | inhibition, % at 15 µM | hit rate 1.1% among 330,000 | AID 652115; in the data active = inhibition above about 15%; inconclusive = no clear call, values can overlap the other calls
Target sequence (Q9NXA8 whole entry, looked up): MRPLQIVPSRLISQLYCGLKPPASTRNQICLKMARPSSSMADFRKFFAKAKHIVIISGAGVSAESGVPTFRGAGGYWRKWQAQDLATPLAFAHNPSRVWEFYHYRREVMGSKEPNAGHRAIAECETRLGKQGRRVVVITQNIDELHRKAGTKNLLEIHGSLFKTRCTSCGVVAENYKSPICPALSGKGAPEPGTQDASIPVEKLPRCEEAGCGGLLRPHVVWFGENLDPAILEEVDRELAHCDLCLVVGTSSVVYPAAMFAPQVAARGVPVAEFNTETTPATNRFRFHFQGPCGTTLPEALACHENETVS
ERAP1 HTS inh: inhibitors of human ERAP1 aminopeptidase. hit rate 0.15% among 340,000. AID 652197. recombinant ERAP1, Leu-AMC fluorescence, 60 min. inhibition, % at 10.7 µM. Q9NZ08;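 active = mean replicate inhibition of at least 30%, or all replicates individually reaching that 30% level; inactive = mean below 30% and not every replicate reaching it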;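 also: 0% = neutral control wells and 100% = L-leucinethiol positive control wells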
Xi reactivation: X-chromosome reactivation activator. XiGFP mouse fibroblasts, % GFP-positive cells imaging, 3 d; cells co-treated with 5-aza-dC sensitizer; scaled so ellipticine positive control = 100%. activation, % at 7.58 µM. hit rate 0.055% among 360,000;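 active = mean normalized replicate activation at least 10% and every replicate at or above 10%; inconclusive = only one of the two criteria met; inactive = mean below 10% and not all replicates reach 10%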;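 also: 0% = median of on-plate neutral control wells and 100% = ellipticine 6 µM median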
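Material: XiGFP fibroblasts, SV40-immortalized; Buffer or medium: DMEM containing 5-aza-dC; Compound dosing: single point; Times: 3 days compound exposure.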
LGR2 inh: inhibitors of bursicon-induced Drosophila LGR2 receptor cAMP signaling | hit rate 0.35% among 380,000 | HEK293 LGR2, CRE-luciferase, bursicon-stimulated, 4 h | inhibition, % at 9.99 µM;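 active = drop in luminescence signal, shown as inhibition above about 50% in the replicate tests, limit read from the data, passing the limit was not always enough; inconclusive = probably only some replicates passing the limit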;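 also: agonist challenge used bursicon conditioned medium at about half maximal strength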
Cneo AK release: causes C. neoformans cell lysis; lysis activity, % at 15 µM; hit rate 0.2% among 360,000; adenylate kinase release luminescence, 4 h; normalised: neutral wells 0, clomiphene wells 100;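 active = mean lysis activity across replicates of at least 80%, whatever share of replicates individually reach that level; inactive = mean lysis activity below 80%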
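Assay system: Cryptococcus neoformans yeast cells / Dosing: single-point compound dose / Timing: 4 h at 37 °C static, read 1 h later / Measured by: luminescence of released adenylate kinase using an AK detection reagent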
An asterisk follows results filed as active; ? = inconclusive; nt = not tested or not shown; & = joins results of further samples.

The line under a structure holds: S100A4 MyoIIA, Statin myotox sup, PGC1a acetyl inh, SIRT5 block, ERAP1 HTS inh, Xi reactivation, LGR2 inh, Cneo AK release
> Cc1noc(C)c1S(=O)(=O)N(C)C[C@@H]1OCCCC[C@H](C)Oc2ccc(NS(=O)(=O)c3ccc(F)cc3)cc2C(=O)N([C@H](C)CO)C[C@@H]1C
→ nt, nt, 8, nt, nt, 0.0, -15, -5
> O=C(C[C@H]1CC[C@H](NC(=O)C2CCOCC2)[C@@H](CO)O1)NCC1CC1
→ -4, nt, -16, 0, -1, -0.2, 15, nt
> CC(C)NC(=O)C1(C)CCCN1C(=O)c1cc(C#N)cs1 (stereo unspecified)
→ -6, 5, -2, nt, -2, 0.1, ?, -1
> O=C1NC[C@H](CCCCN2C[C@H](Cc3ccc(O)cc3)N(CCc3ccccc3)C(=O)C2=O)N(Cc2ccccc2)C1=O
→ 0, nt, nt, 4, -2, 0.1, 4, nt
> OCc1ncccc1O
→ 1, -5, nt, -15, 3, -0.1, 27, -1
> CCOC(=O)N1CCN(C(=O)CS(=O)(=O)c2cn(Cc3ccc(Cl)cc3)c3ccccc23)CC1
→ -1, -4, nt, -2, 2, 0.1, 23, 0
> O=C(C[C@H]1CC[C@@H]2NC[C@@H](O)COC[C@H]2O1)Nc1nccs1
→ 6, 12, 0, 8, -2, nt, nt, 1
> CC(C(=O)O)n1c(-c2ccn[nH]2)n[nH]c1=S (stereo unspecified)
→ 4, 1, 1, -4, 1, 0.0, 8, 7
> O=C(COC(=O)c1ccc(S(=O)(=O)C(F)F)cc1)Nc1cccnc1Cl
→ 0, nt, nt, 3, 5, 0.0, -2, nt
> CCCNC(=O)C[C@@H]1CC[C@@H]2[C@H](COc3ccc(NC(=O)COC)cc3C(=O)N2C)O1
→ nt, 3, 7, nt, nt, 0.0, 21, 5
> C#CCOCCOCCOCCNc1nc(N2CCOCC2)nc(N2CCN(C(=O)CCCCCCCCCCNC(=O)[C@H](CO)n3cc(CCCCCN)nn3)CC2)n1
→ 1, 6, 9, nt, -8, 0.1, 0, 0
> CCO[C@@H]1OC(C(=O)N2CCN(Cc3ccccc3)CC2)=C[C@H](c2ccccc2)[C@H]1CCCO
→ 1&3, 17, -3&0, -3&-1, 0&-5, 0.0, 11, 2&6
> Cc1ccc(N2CC(C(=O)Nc3nnc(SCCC4OCCO4)s3)CC2=O)cc1 (stereo unspecified)
→ 0, 7, nt, -4, 1, 0.0, 9, 1
> Nn1c(SCC(=O)Nc2ccc(F)cc2F)nnc1-c1cccnc1
→ nt, 112*, 8, nt, nt, nt, -19, -4
> O=S(=O)(NC1CC1)c1ccc2c3c(cccc13)CC2
→ -1, 1, -4, -3, -1, 0.0, nt, 1
> COCC#Cc1cnc2c(c1)C(=O)N([C@@H](C)CO)C[C@H](C)[C@H](CN(C)C(=O)Cc1cccnc1)O2
→ 6, nt, 7, -8, -3, -0.6, 10, -6
> O=C(C1CCC(=O)N(C2CCCC2)C1)N1CCN(Cc2cccc(Cl)c2)CC1 (stereo unspecified)
→ -6, 9, nt, -4, -2, 0.3, 2, -2
> O=S(=O)(NCC(c1ccc2c(c1)OCO2)N1CCN(c2ccccc2)CC1)c1ccccc1 (stereo unspecified)
→ -4, 2, -15, -2, 3, 0.0, 4, 0
> CCCCOCCCNC(=O)c1ccc([N+](=O)[O-])c(C)c1
→ -2, nt, 3, -3, 0, -0.1, -13, nt
> Cc1ccc2[nH]c(=O)c3cc(C(=O)NCC4CCCO4)sc3c2c1 (stereo unspecified)
→ 2, nt, -3, 5, 1, 0.0, -12, nt
> COc1ccc(NS(=O)(=O)c2cc(NC(=O)C3CCCO3)ccc2N2CCCCC2)cc1 (stereo unspecified)
→ -1, -3, -18, 0, -2, 0.2, 7, -3
> O=C(/C=C/c1ccccc1)c1ccccc1
→ -3, -2, 19, 3, 1, 1.7, -63, 1
> CCN(CC)S(=O)(=O)c1ccc(N2CCCC2)c(NC(=O)C2=COCCO2)c1
→ 1, nt, -8, -1, 0, -0.1, -9, nt
> COc1cccc(NC(=O)N[C@H]2C=C[C@@H](CC(=O)NCc3ccncn3)O[C@H]2CO)c1
→ 8, 9, nt, 2, -2, 0.3, 1, -5
> Cc1cc(S(=O)(=O)N(Cc2ccccc2)Cc2ccc(N(C)C)cc2)ccc1-n1cnnn1
→ -7, -3, -12, 0, 7, nt, 7, -1
> O=C(COC(=O)Cc1c(F)cccc1Cl)Nc1ccc2[nH]c(=O)[nH]c2c1
→ -5, -2, 9, 15*, 2, 0.0, -9, 1
> CCCC(=O)Nc1ccc2c(c1)C(=O)N(C)[C@@H]1CC[C@H](CC(=O)NCC(F)(F)F)O[C@@H]1CO2
→ nt, -11, 12, nt, nt, 0.2, -9, 1
> COc1ccc(C(=O)OCC(=O)NCCN2C(=O)CSC2=O)cc1
→ 4, nt, nt, 4, -3, 0.2, 15, nt
> Cc1ccccc1S(=O)(=O)Cc1ccc(C(=O)NCCN(CC(C)C)CC(C)C)o1
→ 6, -5, -1, 0, 1, 0.2, 12, 5
> Cc1ccc(C)c(C(=O)COC(=O)CCN2C(=O)C3C4CCC(C4)C3C2=O)c1 (stereo unspecified)
→ 0, nt, -3, 2, -2, 0.0, 10, -1
> N#Cc1cccnc1N1CCN(C(c2ccnc3ccccc23)c2nnnn2-c2ccc3c(c2)OCCO3)CC1 (stereo unspecified)
→ 2, nt, nt, -6, 12, 0.3, 18, nt
> O=[N+]([O-])c1cccc(-c2csc(N/N=C/c3cccc(O)c3)n2)c1
→ 1, -20, -11, -1, 12, 0.2, 17, nt
> O=C(c1ccc(F)cc1)N1CCCCN2[C@@H](CO)[C@H](c3ccc(/C=C/c4ccccc4)cc3)[C@@H]2C1
→ 3, 18, 0, 4, -1, 0.2, 20, -1
> COc1cc(NC(=O)c2sc3ncn(CC(=O)N4CCCCC4)c(=O)c3c2C)cc(OC)c1OC
→ -2, -12, -5, 4, 1, 0.0, -8, 1
> C[C@@H]1CN([C@H](C)CO)S(=O)(=O)c2ccc(C#CC3CC3)cc2O[C@@H]1CN(C)Cc1ccncc1
→ -18, 8, -23, -1, 0, -0.2, -18, -2
> CC(=O)N1CCc2c(sc(NC(=O)CN3C(=O)CCC3=O)c2C(N)=O)C1
→ -2, -5, 0, 1, 5, -0.1, 23, 1
> CN(C)CCCNC(=S)N(CCCO)Cc1cc2cc3c(cc2[nH]c1=O)OCO3
→ -17, -10, -3, -4, 0, 0.2, 2, 2
> COc1ccccc1NC(=O)c1ccccc1Oc1ccccc1
→ -1, -3, 11, 2, 0, 0.0, -4, 4
> O=C(CN1CCOCC1)NCC[C@H]1CC[C@@H](NS(=O)(=O)c2ccc(Cl)cc2)[C@H](CO)O1
→ 11, 6, 10, 2, -2, 0.0, 3, -3
> CCN(CC)c1ccc(S(=O)(=O)N2CCOCC2)cc1NC(=O)CSc1ccccc1
→ 3, -4, nt, 1, 0, 0.0, 2, 0
> CC(C)(C)[C@H]1CCC(=O)N([C@H](CN=[N+]=[N-])Cc2ccccc2)CC1
→ -2, -25, nt, -1, 0, 0.0, 28, 3
> CC(=O)c1ccc(N2C(=NC(=O)C3CCCCC3)SC3CS(=O)(=O)CC32)cc1 (stereo unspecified)
→ -5, 17, -1, -2, 0, 0.0, -1, -4
> COc1ccc(C2(CO)OC(CO)C(O)C2O)cc1 (stereo unspecified)
→ 2, -2, 15, -2, 0, 0.1, 1, 0
> O=C(NCc1ccc(Cl)nc1)c1ccc2sc([C@@H]3O[C@H](CO)[C@H](O)[C@H](O)[C@H]3O)nc2c1
→ 3, 2, -2, 17*, -2, -0.2, 1, 0
> Cc1cc(NC(=O)c2cc(-c3cccnc3)nc3c(C)c(C)ccc23)no1
→ nt, 16, 3, nt, nt, nt, 22, -2
> CC(C)NC(=O)Nc1cccc2c1O[C@@H](CN(C)Cc1ccc(Oc3ccccc3)cc1)[C@@H](C)CN([C@@H](C)CO)C2=O
→ 9, 3, 3, 0, 1, -0.5, -7, 1
> Cc1ccccc1NC(=O)CS(=O)(=O)c1cn(CC(=O)N2CCOCC2)c2ccccc12
→ 3, nt, nt, -2, nt, 0.0, 5, nt
> CCN(CC)c1ccc(/C=N/NC(=O)c2ccoc2C)c(O)c1
→ -4, nt, 24, 0, -9, -0.2, -19, 0
> CCc1cc2c(NCc3ccccc3)nc(C)nc2s1
→ -4, 1, 9, 1, -1, 0.1, 4, -3
> CCc1nc2c(OCC(=O)C(C)(C)C)cccn2c1N(C)C(=O)c1cccs1
→ 0, 23, 5, 3, 11, 0.1, 21, -4
> C=CCNc1nc2ccccc2nc1NS(=O)(=O)c1ccc(Cl)cc1
→ 0, -5, 13, 4, 15, 0.2, 10, 3
> CC(NS(=O)(=O)c1ccc(N)cc1)C1CC2CCC1C2 (stereo unspecified)
→ -2, 6, -11, -11, -2, nt, 0, nt
> CC1(N2CCCCC2)C(=O)c2ccccc2C1=O
→ 2, nt, 10, -4, -1, 0.0, 6, nt
> O=C(COC(=O)c1cccnc1Cl)Nc1ccc(N2CCOCC2)cc1
→ 0, 2, -4, nt, -1, 0.2, -10, -1
> CN(C)c1ccc(N=Nc2ccccc2Br)cc1
→ -3, 3, nt, -2, -4, 0.0, ?, -1
> COc1ccc(CN(C)C[C@H]2Oc3ccc(NC(=O)Cc4cn(C)c5ccccc45)cc3C(=O)N([C@H](C)CO)C[C@H]2C)cc1
→ -2, 17, -7, 5, 0, -0.1, 12, 57
> S=C(NCCc1ccccc1)Nc1ccccc1N1CCOCC1
→ 1, -5, -14, -1, 2, 0.0, 8, 1
> COc1ccc(CC(=O)N2CCc3cc(OC)c(OC)cc3C2C)c(OC)c1 (stereo unspecified)
→ -10, 11, nt, -2, -4, nt, -15, 0
> O=C(c1ccc(F)c(S(=O)(=O)N2CCOCC2)c1)N(c1ccccc1)c1ccccn1
→ 5, 9, -9, -4, -2, -0.1, 9, -2
> O=C(Nc1nnc2n1CCS2)c1ccco1
→ 4, 16, 6, -1, 1, 0.2, -1, 4

Part of the list above, limited to Statin myotox sup, PGC1a acetyl inh and ERAP1 HTS inh:
mol,Statin myotox sup,PGC1a acetyl inh,ERAP1 HTS inh
O=C(NCc1ccc(Cl)nc1)c1ccc2sc([C@@H]3O[C@H](CO)[C@H](O)[C@H](O)[C@H]3O)nc2c1,2,-2,-2
CCc1nc2c(OCC(=O)C(C)(C)C)cccn2c1N(C)C(=O)c1cccs1,23,5,11
CC(C)(C)[C@H]1CCC(=O)N([C@H](CN=[N+]=[N-])Cc2ccccc2)CC1,-25,nt,0
O=C(c1ccc(F)cc1)N1CCCCN2[C@@H](CO)[C@H](c3ccc(/C=C/c4ccccc4)cc3)[C@@H]2C1,18,0,-1
CN(C)c1ccc(N=Nc2ccccc2Br)cc1,3,nt,-4
CC(C)NC(=O)Nc1cccc2c1O[C@@H](CN(C)Cc1ccc(Oc3ccccc3)cc1)[C@@H](C)CN([C@@H](C)CO)C2=O,3,3,1

Entries of single compounds, quoted from the list. Order of screens: S100A4 MyoIIA	Statin myotox sup	PGC1a acetyl inh	SIRT5 block	ERAP1 HTS inh	Xi reactivation	LGR2 inh	Cneo AK release
CC1(N2CCCCC2)C(=O)c2ccccc2C1=O reads 2	nt	10	-4	-1	0.0	6	nt
CN(C)CCCNC(=S)N(CCCO)Cc1cc2cc3c(cc2[nH]c1=O)OCO3 reads -17	-10	-3	-4	0	0.2	2	2

These rows are one share of the data, so the mix of outcomes need not match the whole.
